Screening data as filed in PubChem BioAssay.
Lipid storage S3: qHTS Assay for Lipid Storage Modulators in Drosophila S3 Cells. AID 2685. 320,000 compounds, 0.64% hits. Drosophila S3 cells, BODIPY lipid droplet fluorescence, 18-24 h; cells fed with added oleic acid. Potency in µM for hits, for the others lipid storage change, negative = inhibition, % at the top dose, mostly 46.1 µM; active = well fitted inhibition curve with a large enough effect in the signal ratio, with a control signal flat, not every such curve was filed as active; inconclusive = small, poorly fitted or top-dose-only effect, or effect the other way, or a change in a side signal; the % refers to the signal ratio
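Laser-scanning cytometry quantifies lipid droplet accumulation (500–530 nm total intensity; droplet/cell object ratio) in oleic acid-fed (400 uM added) Drosophila S3 cells treated with a concentration series. 20 uM Triacsin C defined 100% inhibition.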
Lipid storage S3 cell count max: recorded beside Lipid storage S3, whose call it bears; cell number change, %; measured here: cell count max response;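 cells counted by Cell Tracker Red CMTPX staining in the red channel; peak over a dose series mostly up to 46.1 µM; percent activity relative to internal control wells on each plate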
* marks the source's active call; other numbers are inactive results; i = inactive; ? = inconclusive; · = no result given. % is set by controls: 0 for no effect and ±100 for the full control effect; potency is the fitted concentration of half-maximal effect. The list is partial; the hit share may differ from the screen's.

Each structure is followed by: Lipid storage S3	Lipid storage S3 cell count max
COc1ccc(CCNC(=O)/C=C/C(=O)O)cc1
    ?	·
Fc1ccc(NC(=S)Nc2cc(Cl)ccc2Cl)cc1
    -6.6%	-1.3
CCCCCC[N+](C)(C)CC/C=C1/c2ccccc2Sc2ccc(Cl)cc21
    ?	·
COc1ccc(-c2cc(C(=O)Nc3cc(Br)ccc3O)no2)cc1
    ?	·
CN1CCN(c2ccc(NC(=O)c3cc4ccccc4o3)cc2)CC1
    ?	·
CCOc1ccccc1OC(=O)c1cc2ccccc2oc1=O
    ?	·
CC(Oc1ccc(Cl)cc1Cl)/C(N)=N/O (stereo not given)
    ?	·
CC(C(=O)Nc1ccc2nccnc2c1)N1C(=O)C2C3C=CC(C3)C2C1=O (stereo not given)
    6.0%	0.1
O=C(Cn1c(=O)n(Cc2ccc(F)cc2)c(=O)c2ccccc21)NCC1CCCO1 (stereo not given)
    ?	·
Cc1ccc(OCc2ccccc2C)c([N+](=O)[O-])n1
    i	-4.6
Cc1ccc(CN2CC(C(=O)Nc3cccc(C)n3)CC2=O)cc1 (stereo not given)
    ?	·
COc1ccc(NC(=O)C2CCN(c3cnccn3)CC2)cc1OC
    ?	·
CCC(COC)NCc1cn(-c2ccc(OC)cc2)nc1-c1cccc(F)c1 (stereo not given)
    22.4%	1.6
COc1cccc(/C=N/NC(=O)N/N=C/c2cccc(OC)c2O)c1O
    ?	·
O=C(CSc1nnc(-c2cccnc2)n1Cc1ccco1)c1ccc(Br)cc1
    ?	·
Cc1ccc(OCC(=O)NC(=S)Nc2ccc(S(=O)(=O)Nc3cc(C)on3)cc2)c(Br)c1
    ?	·
O=C(CSc1nc(Nc2ccccc2)nc(N2CCOCC2)n1)N1CCc2ccccc21
    8.3%	-7.4
CCCCCC(=O)Nc1c2c(nc3ccccc13)CCC2
    i	-10.7
CCN(Cc1ccccc1)C(=O)c1[nH]c2ccc(OC)cc2c1C
    i	-19.4
CCOc1ccc(NC(=O)c2ccc(S(=O)(=O)N3CCOCC3)cc2)cc1
    ?	·
Cc1ccc(C(=O)NCC(=O)Nc2ccc(C)c(S(=O)(=O)Nc3ccc(Cl)cc3)c2)s1
    ?	·
COc1ccc(/C=C/C(=O)c2c(C)nc3ccccn23)cc1
    ?	·
CCOc1ccccc1C(=O)NC(C(=O)NCc1ccc(F)cc1)C(C)C (stereo not given)
    6.7%	-2.5
COC(=O)c1ccc(-n2c(C)cc(C(=O)CCl)c2C)cc1
    -13.9%	2.9
CCC(C)(C)NC(=O)C(c1ccc(OC)cc1)N(C(=O)CCC(=O)Nc1cc(C)on1)C(C)(C)C (stereo not given)
    ?	·
COc1ccc(C(=O)NC2=NCCS2)cc1S(=O)(=O)N1CCCCC1C (stereo not given)
    ?	·
CC(C(=O)N1CCCC1)N1CCN(c2ccccc2O)CC1 (stereo not given)
    ?	·
CC(C(=O)N1CCc2ccccc21)N(C)CC(=O)Nc1cccc(F)c1 (stereo not given)
    -8.4%	0.7
COc1ccc(CCNC(=O)CCn2cccc2)cc1OC
    ?	·
Cc1c(NC(=S)NC(=O)C(c2ccccc2)c2ccccc2)cccc1C(=O)O
    ?	·
O=C(Nc1nnc(-c2ccccc2)s1)c1cc(S(=O)(=O)N2CCOCC2)c(Cl)cc1Cl
    12.1%	12.3
CN1CCC(=O)N(CCSc2ccc(Br)cc2)CC1
    6.8%	12.1
CCOC(=O)C(C)Oc1ccc(=O)n(-c2ccccc2)n1 (stereo not given)
    ?	·
COc1ccc(C[C@@H]2CN3C(=NC[C@@H]3C)N2C[C@H](C)NC(=O)CCC2CCCCC2)cc1
    0.9%	-2.6
Cn1c(=O)c(/C(N)=N/OC(=O)c2ccccc2)cn(-c2ccccc2)c1=O
    ?	·
COc1cc(C2C=C(c3cccs3)Nc3ncnn32)cc(OC)c1OC (stereo not given)
    ?	·
COc1ccc(NCC(=O)Nc2cc(S(=O)(=O)N3CCOCC3)ccc2N2CCOCC2)c(OC)c1
    6.6%	3.6
O=C1CN(C(=O)CNC(=O)c2ccccc2Cl)c2ccccc2N1
    ?	·
Cn1c2c(c(=O)n(C)c1=O)C(C(F)(F)F)(C(F)(F)F)N=C(C1CCCCC1)N2
    15.8%	0.1
CN(C)CCCNc1nc(N)c([N+](=O)[O-])c(NCc2ccccc2)n1
    ?	·

Filtered by structure: the entries above containing an aryl thioether with sulfur outside any ring
Each structure is followed by: Lipid storage S3	Lipid storage S3 cell count max
O=C(CSc1nnc(-c2cccnc2)n1Cc1ccco1)c1ccc(Br)cc1
    ?	·
O=C(CSc1nc(Nc2ccccc2)nc(N2CCOCC2)n1)N1CCc2ccccc21
    8.3%	-7.4
CN1CCC(=O)N(CCSc2ccc(Br)cc2)CC1
    6.8%	12.1

The listing continues:
Each structure is followed by: Lipid storage S3	Lipid storage S3 cell count max
CCC(C)NC(=O)C1c2cc(OC)c(OC)cc2C(=O)N(C)C1c1cccs1 (stereo not given)
    ?	·
CC(C)(C)c1cc(OC(=O)C2CCCC2)ccc1O
    ?	·
COC(=O)C1(Cc2cc(-c3cccc(Br)c3)no2)CCN(C(=O)OC(C)(C)C)CC1
    36.0%	7.2
COc1ccccc1NC(=S)NCCSc1ccc(C)cc1
    -2.0%	1.2
CCN(CCNC(=O)C1CCC(=O)N1Cc1ccc(C)cc1)c1ccccc1 (stereo not given)
    -1.2%	0.1
Cc1c(C(=O)N2CCOCC2)sc(NC(=O)c2ccc([N+](=O)[O-])cc2)c1C#N
    i	4.3
Cc1ccc(C)c(OCc2ccc(C(=O)N3N=C(C(F)F)CC3(O)C(F)F)o2)c1 (stereo not given)
    ?	·
Cc1cc(C(=O)Nc2nnc(C3CCCCC3)s2)no1
    ?	·
Cc1ccnn1CCC(=O)N1CCCC(CCC(=O)N2CCN(c3ccccn3)CC2)C1 (stereo not given)
    -11.3%	-6.8
Cc1cccc(C(=O)NC(=S)Nc2ccc(S(=O)(=O)N(C)c3ccccc3)cc2)c1
    ?	·
COc1ccc(CN(CCC(c2ccccc2)c2ccco2)C(=O)c2ccco2)cc1 (stereo not given)
    -2.3%	-10.7
COc1cccc(CSc2nc3cc4c(cc3cc2C)OCCO4)c1
    ?	·
COc1ccc(OC)c(NC(=O)COC(=O)CNC(=O)c2ccc(OC)c(OC)c2)c1
    ?	·
Cc1ccc(CNC(=O)COC(=O)c2ccc(S(=O)(=O)N3CCCCCC3)cc2)cc1
    ?	·
Cc1ccc(OC[C@H](O)[C@H](C)NC(C)C)c2c1CCC2
    ?	·
CN(C(=O)COC(=O)c1c2c(nc3ccccc13)CCCC2)c1c(N)n(Cc2ccccc2)c(=O)[nH]c1=O
    ?	·
CN(C)C(=O)NC(Nc1ccc(Cl)cc1Cl)C(Cl)(Cl)Cl (stereo not given)
    i	·
COc1ccc(NC(=O)N2CCC(n3nnc4cc(C)ccc43)CC2)cc1
    ?	·
CC(C)c1ccc(Nc2cnn(C34CC5CC(CC(CC(=O)O)(C5)C3)C4)c(=O)c2Cl)cc1
    ?	·
O=C(O)CC1(CC(=O)NCc2csc(-c3cccs3)n2)CCCCC1
    -8.6%	-20.0

Complete entries, quoted from the list. Order of values: Lipid storage S3	Lipid storage S3 cell count max
Cc1cc(C(=O)Nc2nnc(C3CCCCC3)s2)no1 in the list: ?	·
Cc1ccnn1CCC(=O)N1CCCC(CCC(=O)N2CCN(c3ccccn3)CC2)C1 (stereo not given) in the list: -11.3%	-6.8
CCN(CCNC(=O)C1CCC(=O)N1Cc1ccc(C)cc1)c1ccccc1 (stereo not given) in the list: -1.2%	0.1

(listing goes on)
Each structure is followed by: Lipid storage S3	Lipid storage S3 cell count max
Cc1nnsc1S(=O)c1ccc(Cl)cc1 (stereo not given)
    6.0%	18.2
Cc1ccc(C(=O)Nc2cc(C)c(OCC(=O)N3CCOCC3)c(C)c2)cc1
    i	21.1
COc1ccc(OC)c(Nc2ncnc3c2cnn3-c2cccc(C)c2)c1
    12.7%	3.5
CCCN(CC(=O)Nc1ccccc1C)C(=O)/C=C/c1ccc(S(=O)(=O)N2CCCCCC2)cc1
    ?	·
CC1=C(C(=O)OCCOc2ccccc2)C(c2coc3ccccc3c2=O)C2=C(CCCC2=O)N1 (stereo not given)
    3.3%	3.9
CN(c1ccccc1)S(=O)(=O)c1ccc(NC(=O)C2CCCCC2C(=O)O)cc1 (stereo not given)
    -7.2%	8.0
COc1ccc(-c2cc(C(=O)NCCCN3CCCC3=O)c3ccccc3n2)cc1OC
    ?	·
CC(Nc1ccccc1)c1cccnc1 (stereo not given)
    ?	·
COc1ccc(N2CCN(C(CNC(=O)C(=O)NC3CCCC3)c3ccco3)CC2)cc1 (stereo not given)
    26.2%	·
COc1cccc(C(=O)/C=C/Nc2ccc(S(=O)(=O)Nc3cc(OC)nc(OC)n3)cc2)c1
    ?	·
CC(=O)OC(C(=O)NC1CCCCC1)c1ccccc1Cl (stereo not given)
    i	-18.1
S=C(NCC1CCCO1)c1ccc(Br)cc1 (stereo not given)
    -10.0%	-22.0
CC(C)N1C(=O)C(=O)N(CC(=O)N2CCc3ccccc32)C1=O
    ?	·
OCC(C#CCN1CCCCC1)NCc1ccccc1 (stereo not given)
    ?	·
O=C(Nc1ccc(Br)cc1)c1cc(-c2ccc3c(c2)OCO3)on1
    -0.4%	5.5
COc1ccc(S(=O)(=O)Nc2ccccc2C(=O)NCc2ccco2)cc1
    ?	·
O=S1(=O)CCC(N=Nc2c(O)n(Cc3ccccc3)c3ccccc23)C1 (stereo not given)
    18.7%	6.6
CC(NC(=O)CSC(=S)N(C)C)C12CC3CC(CC(C3)C1)C2 (stereo not given)
    ?	·
CC(C)OC(=O)C1C2C=CC3(CN(CC4CCCO4)C(=O)C13)O2 (stereo not given)
    ?	·
Cc1[nH]c2ccc(F)cc2c(=O)c1SC(F)(F)C(F)C(F)(F)F (stereo not given)
    ?	·
COc1ccc2[nH]c(C(=O)O)c(NS(=O)(=O)c3ccc(Cl)s3)c2c1
    ?	·
CCC(C)(C)NC(=O)CCCSc1nc2ccccc2s1
    16.2%	·
CC(=O)N1CCC(C(=O)N2CCN(S(=O)(=O)c3cccs3)CC2)CC1
    -5.5%	7.2
COc1ccccc1CNC(=O)C1CCC(CNC(=O)[C@@H]2Cc3ccccc3CN2)CC1 (stereo not given in full)
    ?	·
O=C1CC(N2CCN(c3ccc(Cl)c(Cl)c3)CC2)C(=O)N1 (stereo not given)
    i	·
NC(=O)N1c2ccccc2CC(=O)c2ccccc21
    ?	2.2
CCOC(=O)Cc1csc(NC(=O)/C=C\c2ccccc2)n1
    ?	·
O=C(Nc1nccs1)c1ccc(Cl)c([N+](=O)[O-])c1
    ?	·
COCCN(CCOC)C(=O)c1c[nH]c2ccc(S(=O)(=O)N(C)c3ccc(F)cc3)cc2c1=O
    ?	·
CC(C)c1ccc(-c2nnn(CC(=O)N3CCCCC3)n2)cc1
    16.6%	-0.7
COc1ccc(CNC(=O)[C@@H](NC(=O)C2CCN(C(=O)[C@@H](N)Cc3ccccc3)CC2)C(C)C)cc1
    -14.1%	28.2
COC(=O)C1=C(C)NC(C)=C(C(=O)OC)C1C(=O)OCC(=O)N1c2ccccc2CC1C (stereo not given)
    ?	·
CCOC(=O)c1cnn(-c2nc3c(C)cccc3s2)c1C(F)(F)F
    ?	·
CCOc1ccccc1-c1cc(C(=O)N/N=C/c2ccc3c(c2)OCO3)c2ccccc2n1
    i	10.0
Cc1nc(-c2ccccc2)sc1C(=O)CSc1ccccc1
    ?	·
COc1cc2c(cc1OC)CN(CC(=O)Nc1cccc(C(F)(F)F)c1)CC2
    ?	·
COCCNC(=O)CN(c1ccc(C)cc1)S(=O)(=O)c1ccc(SC)cc1
    ?	·
COc1ccc(C(=O)COc2ccc(C)cc2NC(C)=O)cc1
    1.5%	-12.8
Cc1cc(OC(C)C(=O)Nc2ccc(S(=O)(=O)Nc3onc(C)c3C)cc2)cc(C)c1Cl (stereo not given)
    ?	·
O=C(COc1c(Br)cc(Br)c2cccnc12)Nc1ccccc1F
    12.5%	6.2
O=S(=O)(NCCc1ccccc1)c1cccc2cccnc12
    5.3%	20.1
CCCOc1ccc(N2C(=O)CC(SC(=N)N3N=C(c4ccccc4)CC3c3ccccc3)C2=O)cc1 (stereo not given)
    -2.6%	-15.5
COc1ccc(N(C(=O)c2cnccn2)C(C(=O)NCc2ccccc2)c2ccc(O)cc2)cc1 (stereo not given)
    ?	·
Cc1cccc(-n2cc(CN3CCN(Cc4nccn4C)CC3)c(-c3cccc(F)c3)n2)c1
    ?	·
COc1ccc(-c2csc(NC(=O)CSc3nc(SC)ns3)n2)cc1
    ?	·
O=C(Nc1ccc(Cl)c(S(=O)(=O)N2CCOCC2)c1)c1cc(=O)[nH]c2ccccc12
    ?	·
Cc1cc(Cl)ccc1Oc1ncc(CN2CCN(c3ccccc3)CC2)s1
    ?	·
CSc1nc2ccc(NS(=O)(=O)c3ccc(Cl)s3)cc2s1
    ?	·
COc1ccc(NC(=O)N(CCO)Cc2cc3c(C)cc(C)cc3[nH]c2=O)cc1
    10.3%	-12.2
